D1 agonist: agonists of human D1 dopamine receptor | HEK293 T-REx D1 cells, calcium flux, agonist mode | AID 504660 | actives 1% (n = 360,000) | activation, % at 2 µM | P21728; also: 0% is about no effect
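Tetracycline-induced HEK293 TREx D1 cells, force-coupled to calcium signalling, were dye-loaded with a no-wash calcium kit. Compound was pin-added after a 10 s baseline. Fluorescence was read kinetically at 1 cycle/s for 180 s, with calcium rises flagged as agonism.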
TRHR agonist: activates the human TRH receptor. P34981. TRHR cells, calcium flux fluo-8, FDSS agonist mode. activation, % at 2 µM. actives 0.18% (n = 360,000); also: 0% is about no effect
Target sequence (P34981 whole entry, looked up): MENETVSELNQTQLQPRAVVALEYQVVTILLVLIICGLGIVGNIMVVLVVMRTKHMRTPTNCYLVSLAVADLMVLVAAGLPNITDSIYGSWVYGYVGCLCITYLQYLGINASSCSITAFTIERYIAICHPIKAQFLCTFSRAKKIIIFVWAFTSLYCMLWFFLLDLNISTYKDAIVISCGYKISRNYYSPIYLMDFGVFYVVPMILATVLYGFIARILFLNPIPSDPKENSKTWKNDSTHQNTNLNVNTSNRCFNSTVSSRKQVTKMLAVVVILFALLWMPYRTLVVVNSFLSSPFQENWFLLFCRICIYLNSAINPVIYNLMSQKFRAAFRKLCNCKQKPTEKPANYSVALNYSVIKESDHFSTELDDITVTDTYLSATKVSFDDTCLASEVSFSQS
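In this calcium-flux screen, cells bearing human TRHR are dye-loaded with fluo-8, baselined for 10 cycles, then exposed to library compounds; positive kinetic calcium responses during the agonist phase mark hits, with TRH as control.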
D1 antagonist: human D1 dopamine receptor antagonism. P21728. HEK293 TREx D1 cells, calcium flux, dopamine EC80; hits give low values. activity change, negative = inhibition, % at 10 µM. actives 3.2% (n = 360,000). AID 504652; in the data active = activity change below about -30%; also: % is scaled to controls: 0 for no effect and ±100 for the full control effect
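Calcium flux readout: force-coupled, inducible Hek293 Trex D1 line, cells induced overnight at 30 C with tetracycline, dye-loaded 30–90 min at RT. Antagonism scored against EC80 dopamine challenge given 180 s after compound.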
RXFP1 antagonist: RXFP1 (human) relaxin receptor antagonism; Q9HBX9; HEK293-RXFP1, relaxin-stimulated cAMP HTRF, 30 min; hits give low values; activity change, negative = inhibition, % at 57.5 µM; actives 0.59% (n = 350,000); AID 1259400;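 active = activity change of -60% or lower, but not beyond a set lower limit; inconclusive = change between -60% and -40%, or beyond the set limit; inactive = change above -40%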; also: % is scaled to controls: 0 for no effect and ±100 for the full control effect
D2 PAM: positive allosteric modulators of human D2 dopamine receptor | P14416 | HEK293 T-REx D2, calcium flux, EC20 dopamine potentiation | potentiation, % at 10 µM | actives 0.34% (n = 340,000);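 active = potentiation over 3 SD above the plate norm, cut at about 30% in these data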; also: 0% is about no effect
Target sequence (P14416 whole entry, looked up): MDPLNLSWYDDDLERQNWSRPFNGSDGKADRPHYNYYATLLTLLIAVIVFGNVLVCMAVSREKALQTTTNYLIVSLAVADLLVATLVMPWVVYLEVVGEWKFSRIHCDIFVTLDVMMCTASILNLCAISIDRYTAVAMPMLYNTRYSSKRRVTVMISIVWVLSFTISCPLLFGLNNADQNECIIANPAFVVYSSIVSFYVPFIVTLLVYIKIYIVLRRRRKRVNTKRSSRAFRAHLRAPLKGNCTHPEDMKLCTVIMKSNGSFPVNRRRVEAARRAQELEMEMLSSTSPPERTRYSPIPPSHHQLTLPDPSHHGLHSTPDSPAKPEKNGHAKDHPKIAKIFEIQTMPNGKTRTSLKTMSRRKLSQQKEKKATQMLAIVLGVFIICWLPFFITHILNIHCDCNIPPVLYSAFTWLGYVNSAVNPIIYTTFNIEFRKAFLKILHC
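Using a no-wash calcium dye in inducible, force-coupled HEK293 Trex cells expressing D2, we tracked fluorescence each second for 180 s after compound, then for 180 s after EC20 dopamine to detect augmented signalling.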
TRHR enhancer: TRH receptor (human) allosteric enhancement; P34981; TRHR cells, fluo-8 calcium fluorescence, EC20 TRH enhancement; enhancement, % at 2 µM; actives 0.66% (n = 360,000); in the data active = enhancement above about 30%; also: 0% is about no effect
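TRHR-expressing cells loaded with fluo-8 calcium dye were read kinetically (ex 480/em 530) during compound addition, then stimulated with an EC20 of TRH (10 nM final). Enhancement of the Gq-mediated intracellular calcium response was scored.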
D2 ag: agonists of human D2 dopamine receptor. P14416. actives 0.53% (n = 340,000). activation, % at 2 µM. HEK293 T-REx D2 cells, calcium flux agonist mode. AID 485358;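 active = activation over 3 SD above normal in the single-dose calcium agonist read, cut at about 30% in these data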; also: 0% is about no effect
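Agonism scored from kinetic calcium signal (1 read/sec, 180 s) following compound pin transfer, after a 10 s baseline. Cells: HEK293 Trex line expressing inducible D2 receptor coupled to calcium, dye-loaded after overnight culture at 30 C.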
D1 potentiator: enhances dopamine response at the human D1 receptor; P21728; HEK293 TREx D1 cells, calcium flux, dopamine EC20 potentiation; potentiation, % at 10 µM; actives 0.036% (n = 360,000); AID 504651; in the data active = potentiation above about 30%; also: 0% is about no effect
D2 antag: antagonists of human D2 dopamine receptor. P14416. HEK293 TREx D2 cells, calcium flux, dopamine EC80. inhibition, % at 10 µM. actives 2% (n = 340,000). AID 485344; in the data active = inhibition above about 30%; also: 0% is about no effect
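Calcium mobilization kinetics were recorded at 1 s intervals in tetracycline-induced HEK293 T-REx D2 cells, first for 180 s after compound addition and then 180 s after EC80 dopamine.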
An asterisk follows results filed as active; ? = inconclusive; . = not tested or not shown; & = joins results of further samples. Rule as the data show it, unless noted: active = activation above about 30%; inactive = the rest.

SMILES | D1 agonist | TRHR agonist | D1 antagonist | RXFP1 antagonist | D2 PAM | TRHR enhancer | D2 ag | D1 potentiator | D2 antag
Cc1c([S+](=O)([O-])N2CCN([S+](=O)([O-])c3c(F)cccc3F)CC2)sc2ccc(Cl)cc12 | 2 | 1.1 | -31* | . | . | 1 | . | -1 | .
O=C(O)c1ccc(NC(=O)c2cccs2)cc1 | 17 | 0.3 | 17 | -8 | 13 | 8 | 0.0 | -2 | -4
N#CCc1ccc(NS(=O)(=O)c2cccs2)cc1 | 1 | -0.4 | -13 | -4 | . | 1 | . | 1 | .
CCOC(=O)C(C)Sc1nc(-c2ccccc2Cl)cc(-c2ccccc2)c1C#N (centres undefined) | 0 | 0.2 | -2 | . | 8 | -4 | 0.5 | -5 | .
Cc1c(NC(=O)c2cc(-c3cccs3)on2)c(=O)n(-c2ccccc2)n1C | 2 | -0.6 | -15 | -12 | 17 | 4 | -1.7 | 0 | -4
COc1ccc(C(=O)CCc2ccccc2)cc1 | -1 | -1.4 | -28 | 0 | 1 | -5 | -1.3 | 2 | -17
COc1ccc(N2CCN(C(CNC(=O)c3ccc4c(c3)OCO4)c3ccco3)CC2)cc1 (centres undefined) | 9 | 1.0 | 2 | -9 | -1 | 0 | 2.1 | 8 | -12
CCn1cnc2sc(C(=O)N(Cc3ccc(N(C)C)cc3)Cc3ccco3)c(C)c2c1=O | 2 | -0.5 | -2 | -11 | 2 | 2 | 0.5 | -6 | 32*
O=C(CN1CCN(c2ccc(F)cc2)CC1)OCc1ccccc1 | -1 | -0.1 | -12 | -4 | -9 | 20 | 1.2 | -1 | 8
O=C1CCSC2(C(=O)N(Cc3ccc(F)cc3)c3ccccc32)N1c1cccc(F)c1 (centres undefined) | 4 | -1.5 | 8 | ? | 1 | 4 | -0.2 | -5 | .
Cc1cc(C)c(NC(=O)COc2ccc3c(C)cc(=O)oc3c2)c(C)c1 | 1 | -0.3 | -17 | -8 | -2 | 5 | -1.4 | -1 | .
CCC(=O)Nc1nnc(S(=O)(=O)N2CCCCCC2)s1 | 1&8 | 0.8&0.4 | -8&2 | -16 | -1 | -3&-6 | 0.3 | -6&-1 | .
Cc1ccc(Oc2nc3ccccn3c(=O)c2/C=C(\C#N)C(=O)NC2CCS(=O)(=O)C2)cc1 (centres undefined) | 3 | -0.6 | -8 | -9 | 8 | 1 | -0.9 | -6 | -6
CC1CCc2nc3ccccc3c(C(=O)OCC(=O)NC3CCS(=O)(=O)C3)c2C1 (centres undefined) | 2 | -0.2 | 0 | 1 | -5 | 0 | -0.8 | -3 | 4
O=C(c1cc2c(s1)-c1ccccc1OC2)N1CCN(c2ccccn2)CC1 | 3 | 0.0 | -18 | -22 | 18 | -2 | -0.9 | -5 | -11
O=C(CNCCCO)Nc1cc(C(F)(F)F)cc(NC(=O)CNCCCO)c1Cl | -1 | -0.7 | -17 | 0 | 2 | -2 | 2.0 | -11 | -2
O=c1[nH]c(/C=C\c2cccc(C(F)(F)F)c2)nc(O)c1[N+](=O)[O-] | 4 | -0.1 | -6 | 8 | -6 | 5 | 0.6 | -2 | -4
CN1CCN(c2ccc(Cl)cc2NS(=O)(=O)c2ccccc2Cl)CC1 | 29 | 1.2 | -8 | -25 | -8 | 21 | 1.5 | -9 | -8
O=C(CN(C(=O)CNC(=O)c1ccco1)c1ccc2c(c1)OCCO2)NC1CCCC1 | 2 | -2.2 | 0 | 5 | . | 13 | . | -2 | .
CCn1nnnc1SCC(=O)NC1CCCC1 | 0 | -0.2 | -23 | -12 | -4 | -6 | -0.3 | -8 | 16
CN(C(=O)CSc1nnc(-c2ccc3c(c2)OCO3)o1)C1CCS(=O)(=O)C1 (centres undefined) | 3 | 0.8 | 5 | -6 | 2 | 6 | 0.1 | -3 | 9
COc1ccc(-c2nn(-c3ccccc3)cc2C(=O)Nc2ccc(C(=O)O)cc2)cc1 | 2 | 0.4 | -1 | 7 | 2 | 10 | 0.2 | -6 | 7
O=C(c1cccs1)N1CCN(Cc2cccnc2)CC1 | 1 | -0.3 | -8 | -1 | -6 | 5 | 60* | 10 | 59*
CC(=O)c1sc2nsc(SCCN3CCCCC3)c2c1N | 22 | 11 | -5 | -19 | -3 | -3 | 4.6 | -3 | -14
O=c1c(Cc2ccccc2)c(O)ccn1C1CCCCCCC1 | 1 | -0.5 | . | 1 | 5 | -2 | 6.5 | -6 | 7
COCCNC(=O)c1cc(-c2cccs2)on1 | -1 | 0.2 | -13 | . | 4 | 7 | -1.4 | 2 | 6
COc1cccc(-c2[nH]nc3c2C(c2ccc(C)o2)C(C#N)=C(N)O3)c1 (centres undefined) | 0 | -0.8 | 9 | -8 | 4 | -2 | 0.1 | -1 | -9
Cn1c(=O)c2c(nc(N3CCCCCC3)n2CC(=O)c2ccccc2)n(C)c1=O | 3 | -0.3 | 3 | -3 | -4 | -2 | -0.5 | 4 | -8
CCCCOC(=O)c1ccc(NC(=O)c2ccc3c(c2)CCCN3S(C)(=O)=O)cc1 | 24 | 9.1 | -5 | -8 | 4 | 3 | 0.4 | -2 | .
Cc1sc(NC(=O)CSc2nnc(C(C)C)n2C)c(C#N)c1C | 3 | 1.0 | -11 | 5 | 10 | 1 | . | -6 | .
O=C(N/N=C/c1cc2ccccc2nc1Cl)[C@H]1C[C@@H]1c1ccccc1 | 0 | -1.0 | 3 | -18 | 0 | 10 | -0.1 | -2 | -3
COc1ccc(C(=O)NCCS(=O)(=O)N2CCc3ccccc3C2)cc1OC | 1 | -0.2 | -12 | -8 | 0 | -4 | 0.6 | -6 | 3
O=C(Nc1ccc(Cl)c(C(F)(F)F)c1)C1CCCN(S(=O)(=O)c2cccc3cccnc23)C1 (centres undefined) | 0 | -0.2 | -3 | -8 | 9 | -2 | 0.4 | 3 | .
COC(=O)C1CCN(C(=O)CSc2nnc(-c3ccccc3)o2)CC1 | 3 | -0.2 | -3 | -7 | 0 | 4 | -0.4 | -11 | -3
COc1ccc2c(c1)CCc1c(C(=O)N(C)c3ccccc3)noc1-2 | 16 | 0.3 | -2 | -7 | -8 | -3 | -0.3 | -9 | 17
COC(C(=O)Nc1ccnn1C1CCN(Cc2cccc(C)n2)CC1)c1ccccc1 (centres undefined) | -1 | 0.0 | -1 | -1 | 14 | -4 | 1.2 | -7 | -6

The last 6 records of the section before come first, to join the parts.
SMILES | D1 agonist | TRHR agonist | D1 antagonist | RXFP1 antagonist | D2 PAM | TRHR enhancer | D2 ag | D1 potentiator | D2 antag
O=C(N/N=C/c1cc2ccccc2nc1Cl)[C@H]1C[C@@H]1c1ccccc1 | 0 | -1.0 | 3 | -18 | 0 | 10 | -0.1 | -2 | -3
COc1ccc(C(=O)NCCS(=O)(=O)N2CCc3ccccc3C2)cc1OC | 1 | -0.2 | -12 | -8 | 0 | -4 | 0.6 | -6 | 3
O=C(Nc1ccc(Cl)c(C(F)(F)F)c1)C1CCCN(S(=O)(=O)c2cccc3cccnc23)C1 (centres undefined) | 0 | -0.2 | -3 | -8 | 9 | -2 | 0.4 | 3 | .
COC(=O)C1CCN(C(=O)CSc2nnc(-c3ccccc3)o2)CC1 | 3 | -0.2 | -3 | -7 | 0 | 4 | -0.4 | -11 | -3
COc1ccc2c(c1)CCc1c(C(=O)N(C)c3ccccc3)noc1-2 | 16 | 0.3 | -2 | -7 | -8 | -3 | -0.3 | -9 | 17
COC(C(=O)Nc1ccnn1C1CCN(Cc2cccc(C)n2)CC1)c1ccccc1 (centres undefined) | -1 | 0.0 | -1 | -1 | 14 | -4 | 1.2 | -7 | -6
O=S(=O)(N/N=C/c1ccc(N2CCOCC2)cc1)c1ccc(Br)cc1 | 1 | -0.3 | 14 | -4 | 31* | -3 | 0.1 | -1 | 2
O=C(CN1C(=O)NC2(CCCCC2)C1=O)Nc1ccc(S(=O)(=O)N2CCOCC2)cc1 | 3 | -0.4 | -4 | 3 | 0 | 1 | -0.2 | 0 | -12
Cc1nn2c(NCc3ccccn3)cc(C(C)C)nc2c1-c1ccccc1 | 2 | 0.4 | 21 | -10 | -8 | -2 | -1.4 | -2 | 27
CN(C)C(=O)N1CCCC(C(=O)NCc2ccc(F)cc2Cl)C1 (centres undefined) | 3 | -0.6 | -4 | -5 | 3 | 15 | 0.4 | 12 | 4
O=C(Cc1cccs1)N/N=C/c1ccco1 | 3 | 1.1 | -7 | -11 | . | -4 | . | 2 | .
c1ccc(CSc2ccc(-c3cccs3)nn2)cc1 | 5 | 0.3 | -5 | . | -6 | -15 | 0.1 | -7 | -6
COc1ccc(NC(=O)COC(=O)C2CCN(S(=O)(=O)c3cccs3)CC2)cc1 | 1 | 0.6 | 4 | 1 | 26 | 10 | -0.1 | 1 | 20
CCc1cc(CNC(=O)c2ccc(OC3CCN(C(C)=O)CC3)c(OC)c2)on1 | 2 | 0.3 | 14 | 9 | -3 | -3 | 0.5 | -4 | -5
Cc1cccn2c(=O)c(/C=C(\C#N)C(N)=O)c(N3CCN(c4cccc(Cl)c4)CC3)nc12 | 3 | -0.2 | 22 | -15 | -5 | 1 | -0.4 | 2 | 11
CNC[C@@H](CC1CCCCC1)NC[C@H](CC(C)C)NCCc1cccc(C(F)(F)F)c1 | 7 | 1.2 | 39 | . | 7 | 5 | -0.8 | 0 | 2
Cc1nn2c(=O)c(NC(=O)c3ccc(F)cc3)cnc2s1 | 1 | 0.6 | 2 | 9 | 5 | 3 | 0.7 | -1 | -17
Cc1nc(S(=O)(=O)c2ccc(Cl)cc2)c(NCc2ccccc2)o1 | 1 | -0.9 | 1 | -5 | 4 | -9 | 0.3 | -3 | 12
Cc1ccc(NNC(=O)c2ccc(Cl)cc2)nn1 | 3 | -0.9 | -6 | 7 | 7 | -8 | 0.1 | 4 | -7
O=[N+]([O-])c1ccc(C[n+]2cc(-c3ccccc3)n3c2CCCCC3)cc1 | 0 | 0.5 | 12 | 2 | -8 | 1 | 0.4 | 1 | 6
CCCCn1c(N)c(N(CC)C(=O)CSCc2ccc(C)cc2)c(=O)[nH]c1=O | 1 | 0.6 | -4 | 1 | . | 4 | . | -1 | .
Nc1cccc(-n2nncc2-c2ccc(Cl)cc2)c1 | 2 | -0.6 | 14 | . | 2 | -14 | 0.1 | -1 | 5
CCN(CC)S(=O)(=O)c1ccc2c(c1)N(CC(=O)NCc1ccc(F)cc1)C(=O)CO2 | 1 | -0.6 | -1 | -9 | -8 | 3 | -0.8 | -3 | .
Cc1c(C(=O)NC(=S)Nc2ccc(N3CCOCC3)cc2)cccc1[N+](=O)[O-] | 4 | 0.1 | 5 | 14 | 16 | -5 | 0.2 | -8 | 9
Cc1sc(NC(=O)/C=C/c2ccc3c(c2)OCO3)nc1-c1ccccc1 | 4 | 0.6 | 13 | -8 | 12 | -3 | 0.4 | 6 | 0
Cc1ccc(S(=O)(=O)N2CCCCC2)cc1NC(=O)COC(=O)Cc1ccc(Cl)cc1 | 15 | 0.5 | -6 | -1 | 26 | 3 | -1.6 | -1 | 3
CC(C)n1nnnc1-c1ccc(Cl)cc1 | 4 | 0.3 | 2 | ? | 14 | -4 | 0.4 | -5 | -6
